Caspase-7 inhib = caspase-7 (human) inhibition, allosteric or competitive. Potency, µM (series often up to 57.5 µM), inactives show top-dose activity change, negative = inhibition, most hits filed as inhibitors. actives 0.02% (n = 75,000). recombinant caspase-7, Ac-DEVD-AFC fluorescence rate; active = well fitted inhibition curve with a large enough effect in the main read-out, with a control signal flat, not every such curve was filed as active; inconclusive = small, poorly fitted or top-dose-only effect, or a change in a side signal; also: potency is read from the fitted curve at half-maximal effect; % of control where 0% means no effect
Target sequence (P55210 24-198 limits assumed): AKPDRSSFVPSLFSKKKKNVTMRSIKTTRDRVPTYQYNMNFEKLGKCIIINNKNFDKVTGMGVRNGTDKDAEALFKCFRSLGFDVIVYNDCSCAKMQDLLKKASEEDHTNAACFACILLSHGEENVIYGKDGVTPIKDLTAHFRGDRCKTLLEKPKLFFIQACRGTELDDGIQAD
Target sequence (P55210 207-303 limits assumed): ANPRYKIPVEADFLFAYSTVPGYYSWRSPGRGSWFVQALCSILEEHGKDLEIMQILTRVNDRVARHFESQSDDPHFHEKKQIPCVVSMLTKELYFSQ
ALOX15 inhib = blocks human 15-lipoxygenase activity | P16050 | purified 15hLO-1, xylenol orange hydroperoxide absorbance | Potency, µM (highest dose often 57.1 µM), for the others: top-dose activity change, negative = inhibition, usual class: inhibitors | actives 1.4% (n = 74,000) | AID 887; also: potency is read from the fitted curve at half-maximal effect; % is scaled to controls: 0 for no effect and ±100 for the full control effect; nearly all actives have a fitted effect of over 55% in size
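Compounds were preincubated 15 min at room temperature with 40 nM purified human enzyme (25 mM Hepes pH 7.5, 0.01% Triton X-100); 50 uM arachidonic acid reacted 6 min. Fe-xylenol orange detection, 30 min, absorbance ratio 573/405 nm.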
BRCT PPI green = BRCA1 BRCT-phosphoprotein interaction inhibition; P38398; BRCA1 BRCT-phosphopeptide binding, green fluorescence polarization; Potency, µM (series often up to 76.9 µM), without a hit: top-dose activity change, negative = inhibition, hits mostly inhibitors; actives 0.05% (n = 75,000); AID 875;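 also: potency is read from the fitted curve at half-maximal effect; plate controls were peptide without protein for full effect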
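Compounds were incubated for 12 min at room temperature with a complex of 100 nM fluorescein-tagged pBACH1 decapeptide and 250 nM His-tagged BRCT protein. Buffer was phosphate pH 7.3 with EDTA, DTT and Tween 20. Disruption of binding lowers the polarization signal.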
HADH2 inh = inhibitors of human HADH2 dehydrogenase. Q99714. recombinant HADH2, NADH fluorescence, beta-hydroxybutyryl-CoA. Potency, µM (titrated, usually from 57.1 µM), inactives show at the top dose activity change, negative = inhibition, most hits filed as inhibitors. actives 3.4% (n = 73,000). AID 886; also: potency is read from the fitted curve at half-maximal effect; % is scaled to controls: 0 for no effect and ±100 for the full control effect; nearly all actives have a fitted effect of over 60% in size; many of its hits are not listed in these tables
Target sequence (Q99714 whole entry, looked up, one chain of several): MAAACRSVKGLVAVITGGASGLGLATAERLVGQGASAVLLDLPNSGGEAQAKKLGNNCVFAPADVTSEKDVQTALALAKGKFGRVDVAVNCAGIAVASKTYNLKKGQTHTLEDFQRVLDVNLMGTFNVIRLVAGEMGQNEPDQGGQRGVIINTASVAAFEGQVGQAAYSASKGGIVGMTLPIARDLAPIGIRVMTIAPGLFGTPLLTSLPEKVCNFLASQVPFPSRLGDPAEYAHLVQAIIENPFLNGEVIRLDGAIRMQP
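Activity measured as NADH fluorescence gain (360/450 nm), taken as the change between first and last reads of a 4-min kinetic run. Conditions: pH 9.0 Tris buffer, 20 nM E. coli-expressed His-tagged enzyme, 1 mM NAD+, 90 uM beta-hydroxybutyryl-CoA; 15-min compound preincubation.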
Rhodamine autofl = compound fluoresces in the rhodamine spectral region; Rhodamine-region fluorescence, 547/598 nm, Tris buffer; active compounds read high; max dye-equivalent concentration, M; AID 594; actives 0.05% (n = 59,000); in the data active = max dye-equivalent concentration above about 11 nM; inconclusive = between about 1.1 nM and that limit
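Intensities are converted to rhodamine-equivalent concentration using a six-point rhodamine standard on each plate. Compounds sit 15 min at room temperature in 100 mM Tris buffer, pH 8.0; read uses the 547/598 nm excitation/emission pair.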
USP2a inh = blocks human ubiquitin-specific protease USP2a | O75604 | Potency, µM (titrated, usually from 38.3 µM), without a hit: at the top dose activity change, negative = inhibition, actives largely listed as inhibitors | actives 0.1% (n = 60,000) | USP2a enzymatic assay, qHTS inhibition;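 also: potency is read from the fitted curve at half-maximal effect; nearly all actives have a fitted effect of over 60% in size; plate controls were DMSO for no effect and NEM full inhibition control for full effect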
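USP2 core (20 nM final) was preincubated with compound for 30 min at RT in 20 mM Tris-HCl pH 8.0, 2 mM CaCl2, 2 mM beta-mercaptoethanol; Ub-PLA2 (20 nM) plus NBD C6-HPC (20 uM) then added, fluorescence read after 2.5 h.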
BRCT PPI red = disrupts BRCA1 BRCT binding to phosphoprotein, red fluorophore readout | P38398 | BRCT-phosphopeptide binding, red fluorescence polarization | Potency, µM (highest dose often 76.9 µM), for inactives: at the highest dose activity change, negative = inhibition, actives largely listed as inhibitors | actives 0.03% (n = 75,000) | AID 892; also: % is scaled to controls: 0 for no effect and ±100 for the full control effect
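Rhodamine-labelled pBACH1 10-mer (100 nM) bound to BRCT domain (100 nM) at pH 7.3; compounds incubated 12 min room temperature, polarization read. Free peptide defines full inhibition; unlabelled decapeptide titrated as control.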
HEK293 cAMP ctrl = raises cAMP in parental HEK293 cells, TSHR agonist counter-screen; parental HEK293 CNG cAMP sensor, membrane potential fluorescence; Potency, µM (doses to about 57.1 µM), for the others: at the top dose activation, usual class: activators; actives 2.5% (n = 73,000); AID 938; also: potency is read from the fitted curve at half-maximal effect; % of control where 0% means no effect; nearly all actives have a fitted effect of over 55% in size
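Parental HEK 293 cells stably expressing a modified CNG channel (no TSHR) report cAMP rise as membrane depolarization. Membrane potential dye with 100 uM RO 20-1724 was loaded for 60 min at room temperature, then compound added for 30 min; fluorescence read at 590 nm.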
Pol III holo inh = DNA polymerase III holoenzyme inhibition; reconstituted DNA polymerase III holoenzyme replication, biochemical; Potency, µM (highest dose often 57.1 µM), without a hit: at the highest dose activity change, negative = inhibition; actives 0.25% (n = 71,000); also: potency is read from the fitted curve at half-maximal effect; % is scaled to controls: 0 for no effect and ±100 for the full control effect
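Reconstituted *E. coli* holoenzyme (0.35 nM Pol III, 1 nM beta, 154 nM SSB, 2 nM primase) was preincubated with compound for 15 min at RT. Synthesis on 1.4 nM ssM13Gori ran 35 min, then was stopped with PicoGreen/EDTA and read as dsDNA fluorescence.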
Tau filament bind = binds recombinant human tau filaments | AID 596 | P10636 | Potency, µM (doses to about 57.1 µM), without a hit: at the top dose activity change, negative = inhibition | recombinant tau filaments, thioflavin S fluorescence, 15 h; filaments grown with octadecylsulfate alongside compound | actives 2% (n = 71,000);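 also: potency is read from the fitted curve at half-maximal effect; % is scaled to controls: 0 for no effect and ±100 for the full control effect; actives lower thioflavin S fluorescence by blocking filaments or displacing dye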
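Recombinant tau protein (human, 1 uM final) plus 30 uM ODS in HEPES pH 7.4 with NaCl, DTT and thioflavine S. Compound present from the start; fluorescence at 510 nm after 15 h, 37 C.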
Caspase-1 inhib = allosteric or competitive inhibitors of human caspase-1; actives 0.03% (n = 75,000); P29466; Potency, µM (series often up to 57.5 µM), for inactives: at the top dose activity change, negative = inhibition, hits mostly inhibitors; AID 900; Caspase-1 enzyme, Ac-WEHD-AFC fluorogenic rate;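 also: potency is read from the fitted curve at half-maximal effect; plate controls were vehicle for no effect and no substrate for full effect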
Target sequence (P29466 120-297 limits assumed): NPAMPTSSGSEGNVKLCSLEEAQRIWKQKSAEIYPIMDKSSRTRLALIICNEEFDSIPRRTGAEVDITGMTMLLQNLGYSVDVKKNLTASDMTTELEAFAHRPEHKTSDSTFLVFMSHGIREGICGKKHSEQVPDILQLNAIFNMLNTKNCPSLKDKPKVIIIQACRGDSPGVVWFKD
Target sequence (P29466 317-404 limits assumed): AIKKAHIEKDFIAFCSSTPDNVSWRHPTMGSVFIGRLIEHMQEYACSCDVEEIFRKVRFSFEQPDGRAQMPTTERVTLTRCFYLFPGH
An asterisk follows results filed as active; [ ] = remark or other dose. Unless noted, calls follow the shape of the dose curve; as a rule, active = well fitted curve in the direction sought with a large enough effect; inconclusive = small, poorly fitted or top-dose-only effect, or another doubt; inactive = no such curve, though single readings can be large; an effect the other way counts as inactive or inconclusive. A portion of the library, so the mix of outcomes need not match the whole.

Results for O=C(NC1CCCCC1)C1CC(O)CN1C(=O)OCc1ccccc1 (stereo not drawn) ?
Caspase-7 inhib: 0%; ALOX15 inhib: 14%; BRCT PPI green: -2.3%; HADH2 inh: 0%; Rhodamine autofl: inactive; USP2a inh: 24%; BRCT PPI red: -1.3%; HEK293 cAMP ctrl: 4%; Pol III holo inh: -2%; Tau filament bind: -1%; Caspase-1 inhib: 0%

Results for O=C(CCCOc1ccccc1)NCC1CCCO1 (stereo not drawn) ?
Caspase-7 inhib: -5%; ALOX15 inhib: -1%; BRCT PPI green: -0.7%; HADH2 inh: 0%; USP2a inh: -5%; BRCT PPI red: -0.6%; HEK293 cAMP ctrl: 9%; Pol III holo inh: -5%; Tau filament bind: 17%; Caspase-1 inhib: -4%

Results for Brc1ccc(-c2csc(/N=C/N3CCOCC3)n2)cc1 ?
Caspase-7 inhib: -3%; ALOX15 inhib: -2%; BRCT PPI green: -0.2%; HADH2 inh: 2%; Rhodamine autofl: inactive; USP2a inh: 8%; BRCT PPI red: -1.3%; HEK293 cAMP ctrl: inconclusive; Pol III holo inh: 3%; Tau filament bind: 21%; Caspase-1 inhib: 1%

Results for C=CCn1c(SCC(=O)Nc2nc3ccccc3s2)nnc1-c1ccccc1O ?
Caspase-7 inhib: -5%; ALOX15 inhib: 25µM*; BRCT PPI green: 1.3%; HADH2 inh: -10%; Rhodamine autofl: inactive; USP2a inh: 35%[activator]; BRCT PPI red: -1.1%; HEK293 cAMP ctrl: 9%; Pol III holo inh: -7%; Tau filament bind: 8%; Caspase-1 inhib: -1%

How did S=C(NC1CCCCC1)N1CCC([C@H]2C=NC=N2)CC1 do in these assays?
Caspase-7 inhib: -1%[25.7 µM]; ALOX15 inhib: 10%[25.6 µM]; BRCT PPI green: -0.3%[34.4 µM]; HADH2 inh: 2%[25.6 µM]; Rhodamine autofl: inactive; USP2a inh: -6%[17.1 µM]; BRCT PPI red: 0.1%[34.4 µM]; HEK293 cAMP ctrl: 6%[25.6 µM]; Pol III holo inh: -3%[25.6 µM]; Tau filament bind: 9%[25.6 µM]; Caspase-1 inhib: -2%[25.7 µM]

Results for CCCC12CN3CC(CCC)(CN(C1)C3C(O)C(O)C(O)CO)C2=O (stereo not drawn) ?
Caspase-7 inhib: 0%; ALOX15 inhib: 7%; BRCT PPI green: -2.8%; HADH2 inh: 5%; BRCT PPI red: 0.1%; HEK293 cAMP ctrl: -5%; Caspase-1 inhib: -2%

What do the screens show for `COc1ccccc1NC(=O)N1CCN(c2ccccc2F)CC1`?
Caspase-7 inhib: -1%; ALOX15 inhib: 5%; BRCT PPI green: 0.7%; HADH2 inh: 7%; Rhodamine autofl: inactive; USP2a inh: -2%; BRCT PPI red: -2.3%; HEK293 cAMP ctrl: 9%; Pol III holo inh: -4%; Tau filament bind: 3%; Caspase-1 inhib: 1%

How did CCOC(=O)c1c(C)nc(-c2ccccc2)nc1NC(C)=O do in these assays?
Caspase-7 inhib: -2%; ALOX15 inhib: -21%; BRCT PPI green: 1.6%; HADH2 inh: -2%; USP2a inh: 2%; BRCT PPI red: 1.2%; HEK293 cAMP ctrl: 13%; Pol III holo inh: 1%; Tau filament bind: -9%; Caspase-1 inhib: -2%

What do the screens show for `CC1CC(C)CN(C(=O)Cn2c(=O)n(CCCCC(=O)NCc3ccco3)c(=O)c3ccccc32)C1` (stereo not drawn)?
Caspase-7 inhib: -1%; ALOX15 inhib: 5%; BRCT PPI green: -1.0%; HADH2 inh: 1%; Rhodamine autofl: inactive; USP2a inh: 18%; BRCT PPI red: 0.5%; HEK293 cAMP ctrl: 17%; Pol III holo inh: -6%; Tau filament bind: 4%; Caspase-1 inhib: 2%

What do the screens show for `COc1cc(CNC2CCCCCC2)cc(OC)c1OC`?
Caspase-7 inhib: 2%; ALOX15 inhib: 2%; BRCT PPI green: -0.1%; HADH2 inh: -1%; Rhodamine autofl: inactive; USP2a inh: 0%; BRCT PPI red: 0.5%; HEK293 cAMP ctrl: 16%; Pol III holo inh: 1%; Tau filament bind: 3%; Caspase-1 inhib: inconclusive

How did CCN(CC)S(=O)(=O)c1ccc(NC(=O)c2cccc3c2C(=O)N(CCOC)C3)cc1 do in these assays?
Caspase-7 inhib: -2%; ALOX15 inhib: 4%; BRCT PPI green: -3.0%; HADH2 inh: 21%; Rhodamine autofl: inactive; USP2a inh: 12%; BRCT PPI red: 1.0%; HEK293 cAMP ctrl: 9%; Pol III holo inh: -1%; Tau filament bind: 1%; Caspase-1 inhib: 1%

How did CCC(=O)Nc1nc(C)cc(SCC(=O)OC)n1 do in these assays?
Caspase-7 inhib: 4%; ALOX15 inhib: 11%; BRCT PPI green: -1.1%; HADH2 inh: 1%; Rhodamine autofl: inactive; USP2a inh: 0%; BRCT PPI red: 1.3%; HEK293 cAMP ctrl: inconclusive; Pol III holo inh: 8%; Tau filament bind: -28%; Caspase-1 inhib: 2%

What do the screens show for `COc1cc2c(cc1O)C(Cc1ccc(O)cc1)N(C)CC2` (stereo not drawn)?
Caspase-7 inhib: -2%; ALOX15 inhib: -5%; BRCT PPI green: -4.5%; USP2a inh: -4%; BRCT PPI red: 1.1%; Caspase-1 inhib: 1%

What do the screens show for `COC(=O)[C@H]1C2CCC(C(=O)OC)(CC2)[C@H]1C(=O)OC`?
Caspase-7 inhib: -2%; ALOX15 inhib: 2%; BRCT PPI green: -2.0%; HADH2 inh: -1%; Rhodamine autofl: inactive; USP2a inh: 4%; BRCT PPI red: -0.9%; HEK293 cAMP ctrl: 3%; Pol III holo inh: -7%; Tau filament bind: -14%; Caspase-1 inhib: 3%

Results for O=c1c[n+]([O-])c2ccccc2n1OCc1ccccn1 ?
Caspase-7 inhib: -6%; ALOX15 inhib: 0%; BRCT PPI green: 5.4%; HADH2 inh: inconclusive; Rhodamine autofl: inactive; USP2a inh: -6%; BRCT PPI red: -0.3%; HEK293 cAMP ctrl: 0%; Pol III holo inh: 0%; Tau filament bind: 6%; Caspase-1 inhib: -6%

How did CCCc1nn(C)c2c(=O)[nH]c(-c3cc(S(=O)(=O)N4CCN(C)CC4)ccc3OCC)nc12 do in these assays?
Caspase-7 inhib: 2%; ALOX15 inhib: 5%; BRCT PPI green: 0.8%[3.08 µM]; USP2a inh: 9%; BRCT PPI red: 1.2%; Caspase-1 inhib: 2%

Results for COc1ccc(C2c3c(oc4ccc(F)cc4c3=O)C(=O)N2CCN2CCOCC2)cc1OC (stereo not drawn) ?
Caspase-7 inhib: 2%; ALOX15 inhib: -5%; BRCT PPI green: -1.0%; HADH2 inh: 8%; BRCT PPI red: 2.4%; HEK293 cAMP ctrl: -6%; Pol III holo inh: -3%; Tau filament bind: -7%; Caspase-1 inhib: -4%

Results for CSc1nnc2c(n1)OC=Nc1ccccc1-2 ?
Caspase-7 inhib: -1%; ALOX15 inhib: -1%; BRCT PPI green: -1.8%; HADH2 inh: -2%; Rhodamine autofl: inactive; USP2a inh: 2%; BRCT PPI red: -0.3%; HEK293 cAMP ctrl: -12%; Pol III holo inh: -4%; Tau filament bind: -3%; Caspase-1 inhib: 0%

How did CCOC(=O)C1Cc2ccccc2C(=O)O1 (stereo not drawn) do in these assays?
Caspase-7 inhib: 4%; ALOX15 inhib: 1%[11.4 µM]; BRCT PPI green: -0.7%; HADH2 inh: -1%[11.4 µM]; USP2a inh: 6%[7.66 µM]; BRCT PPI red: 0.1%; HEK293 cAMP ctrl: 8%[11.4 µM]; Pol III holo inh: 1%[11.4 µM]; Tau filament bind: 2%[11.4 µM]; Caspase-1 inhib: -1%

Results for COc1ccc(C(CNC(=O)c2cc(=O)[nH]c3ccccc23)N2CCCC2)cc1 (stereo not drawn) ?
Caspase-7 inhib: 0%; ALOX15 inhib: 2%; BRCT PPI green: -3.0%; HADH2 inh: -8%; Rhodamine autofl: inactive; USP2a inh: 7%; BRCT PPI red: 0.0%; HEK293 cAMP ctrl: 4%; Pol III holo inh: -11%; Tau filament bind: 4%; Caspase-1 inhib: 0%

What do the screens show for `Cc1ccc2c(c1)c1c(n2CC2COC(C)(C)O2)C(=O)CCC1` (stereo not drawn)?
Caspase-7 inhib: -6%; ALOX15 inhib: -12%; BRCT PPI green: -1.9%; HADH2 inh: -16%; USP2a inh: -1%; BRCT PPI red: 0.9%; HEK293 cAMP ctrl: inconclusive; Pol III holo inh: 2%; Tau filament bind: 4%; Caspase-1 inhib: -7%

Assay outcomes: PubChem, National Center for Advancing Translational Sciences (NCATS)
